Screening data (PubChem)
iPSC survival up: hiPSC single-cell survival enhancement | ATPlite luminescence; 100% = ROCK inhibitor wells, 0% = DMSO | survival enhancement, % at 20 µM | 360,000 compounds, 0.044% hits | AID 602274; in the data active = survival enhancement above about 18%;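 note: cells exposed to compounds for 16 hours before the ATP read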
NR2E3 ag-1: activates human photoreceptor nuclear receptor NR2E3; AID 2300; GST-NR2E3/biotin-RetCOR TR-FRET, 1536-well; inhibition of corepressor binding, % at 4.78 µM; 320,000 compounds, 0.12% hits; Q9Y5X4;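 active = percent inhibition above the cutoff of mean plus 3 SD of all tested compounds, set per screening campaign, cut at about 20% in these data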;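 note: 0% = DMSO wells and 100% = biotin wells as full block of FRET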
Target sequence (Q9Y5X4 whole entry, looked up): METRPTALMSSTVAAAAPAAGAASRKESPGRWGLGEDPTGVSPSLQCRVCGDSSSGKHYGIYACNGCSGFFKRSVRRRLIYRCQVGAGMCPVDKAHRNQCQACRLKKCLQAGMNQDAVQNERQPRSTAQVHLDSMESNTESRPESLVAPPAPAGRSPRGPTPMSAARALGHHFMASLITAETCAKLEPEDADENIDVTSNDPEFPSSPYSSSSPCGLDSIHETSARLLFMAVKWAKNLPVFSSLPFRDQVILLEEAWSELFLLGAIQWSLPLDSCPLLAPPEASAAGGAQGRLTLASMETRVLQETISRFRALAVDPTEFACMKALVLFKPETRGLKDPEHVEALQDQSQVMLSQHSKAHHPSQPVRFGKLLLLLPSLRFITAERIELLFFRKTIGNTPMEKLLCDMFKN
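Material – GST-tagged NR2E3 plus biotinylated RetCOR corepressor · Quantity – NR2E3 fusion 1.35 nM · Times – 5 h incubation at 4 °C · Medium – pH 7.5 Tris-based buffer · Technique – TR-FRET, Eu(K)-anti-GST donor, streptavidin-D2 acceptor, ex 340, em 617/671 nm · Benchmarks – high control biotin, low control 0.6% DMSO · Format – 1536-well plates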
HIF-2a block: inhibitors of HIF-2a; 786-0 RCC cells HIF-2a reporter, luciferase luminescence, overnight; inhibition, % at 18.8 µM; 360,000 compounds, 0.72% hits;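 active = inhibition of the luminescence signal of 40% or more relative to plate controls, in a single-dose primary screen at 18.75 µM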
Granule exo inh: lytic granule exocytosis inhibition; inhibition, % at 10 µM; TALL-104 LAMP-1 surface exposure, flow cytometry; cells stimulated with thapsigargin and PMA; 360,000 compounds, 0.66% hits;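 active = inhibition above about 55%, limit read from the data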
TRPM1 prom inh: MITF TRPM1 promoter inhibition in SK-MEL-5 cells; SK-MEL-5 TRPM1 promoter luciferase, 24 h; inhibition, % at 12.5 µM; 330,000 compounds, 0.83% hits;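 active = mean inhibition across replicates of 60% or more, whatever share of single replicates reaches that level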; note: values of inactives mirror those of a sister screen read the other way
NR2E3 ag-2: human photoreceptor-specific nuclear receptor agonism; CHO-S Gal4-NCOR/VP16-NR2E3 two-hybrid, luciferase; inhibition of corepressor binding, % at 3.98 µM; 360,000 compounds, 0.35% hits; AID 602229;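 active = inhibition above the mean of all tested compounds plus 3 SD, cut at about 70% in these data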;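 note: 0% = DMSO with NR2E3 transfected cells and 100% = cells lacking NR2E3 construct; higher means lower luciferase signal from less NR2E3 corepressor binding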
PDI inh: blocks human protein disulfide isomerase activity. AID 588391. PDI insulin aggregation turbidity, A650, 90 min. 350,000 compounds, 0.052% hits. inhibition, % at 10 µM;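 active = mean inhibition across replicates of 30% or more, whatever share of single replicates reach that level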;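 note: absorbance from insulin aggregation driven by PDI reduction with DTT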
Target sequence (P07237 whole entry, looked up): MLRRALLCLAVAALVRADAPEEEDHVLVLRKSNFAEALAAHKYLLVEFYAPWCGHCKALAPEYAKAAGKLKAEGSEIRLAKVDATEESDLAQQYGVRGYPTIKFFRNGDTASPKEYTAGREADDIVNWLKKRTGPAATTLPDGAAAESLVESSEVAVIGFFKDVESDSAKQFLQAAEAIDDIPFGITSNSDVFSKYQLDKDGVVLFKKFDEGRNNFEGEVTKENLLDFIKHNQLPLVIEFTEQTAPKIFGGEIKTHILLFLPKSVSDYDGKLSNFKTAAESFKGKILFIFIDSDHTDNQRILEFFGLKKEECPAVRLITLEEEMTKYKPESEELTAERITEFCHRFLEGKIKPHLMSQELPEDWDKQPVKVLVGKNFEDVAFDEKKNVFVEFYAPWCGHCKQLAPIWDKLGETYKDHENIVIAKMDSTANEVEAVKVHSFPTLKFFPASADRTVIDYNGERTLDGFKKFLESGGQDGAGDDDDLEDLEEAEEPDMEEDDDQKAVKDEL
aDG glyco act: increases alpha dystroglycan glycosylation | 360,000 compounds, 0.22% hits | activation, % at 10 µM | Pro5-aDG cells, alpha-DG glycosylation AlphaScreen (IIH6); 0% Pro5, 100% B10-LARGE cell signal;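 active = activation of at least 8% versus controls, or a plate z-score of at least 8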;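 note: Pro5 are CHO cells carrying HIG-tagged alpha-DG that lacks glycosylation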
CaV13 FRET inh: Disruptors of the CACNA1D IQ motif to Ca2+-dependent inactivation inhibitor domain association, primary screening, Förster resonance energy transfer in intact living …; inhibition, % at 12.3 µM; HEK cells, CFP/YFP FRET ICDI-IQ, plate reader, 10 min; percent FRET-ratio fall versus neutral wells; 340,000 compounds, 0.098% hits; AID 743397;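 active = mean replicate inhibition of at least 30% and at least 1% of replicates passing that level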;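 note: 0% = median of the neutral control wells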
Peg3 promoter: reduces Peg3 promoter-driven luciferase expression in HeLa | AID 588405 | HeLa PEG-Prom luciferase reporter, luminescence, overnight | 360,000 compounds, 1.7% hits | inhibition, % at 20 µM;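 active = inhibition of at least 50% at 20 µM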
Vif imaging: HIV Vif inhibition. HEK293T cells, Vif self-association by quenched fluorescence, imaging, 24 h. inhibition, % at 7.49 µM. 340,000 compounds, 0.35% hits. AID 602346; in the data active = inhibition above about 50%, passing the limit was not always enough; note: some results filed as inactive read as strong as hits
The depositor's hits bear a star; / = not tested or not shown.

SMILES	iPSC survival up	NR2E3 ag-1	HIF-2a block	Granule exo inh	TRPM1 prom inh	NR2E3 ag-2	PDI inh	aDG glyco act	CaV13 FRET inh	Peg3 promoter	Vif imaging
CCCS(=O)(=O)N1CCCC(C(=O)Oc2ccccc2Cl)C1 (stereo unspecified)	-0.1	4	19	68*	-7	-1	4	-0.1	-3	15	4
C/C(=N/NS(=O)(=O)c1ccc(C(C)(C)C)cc1)c1ccc2c(c1)OCO2	1.4	/	10	0	13	16	13	-0.1	/	14	18
O=C(O)C1(C(=O)O)CCCC1	2.7	/	13	10	-1	-29	-4	-0.2	-5	12	21
COc1ccc(C2=NS(=O)(=O)N(C)C(C(=O)N(C)Cc3ccccc3)=C2)cc1	-1.8	4	9	-1	/	0	/	3.9	-2	16	/
COc1ccc(C2/C(=C(/O)c3ccc(F)cc3)C(=O)C(=O)N2CCCN(C)C)cc1 (stereo unspecified)	-0.3	/	18	1	-3	-18	-5	-0.1	-14	10	-2
COc1ccc(NC(=O)CN(C)C(=O)c2ccc(-c3ccccc3Cl)o2)cc1	-0.1	1	-129	6	-17	-48	0	0.1	-4	-112	-5
Cn1c(SCC(=O)NCc2cccs2)nnc1-c1ccco1	4.7	-5	-6	-1	3	-3	7	-0.1	-3	13	/
Cc1cc(Nc2ccc3c(c2)OCCO3)n2ncnc2n1	-1.4	0	18	7	-5	-2	10	-0.2	-4	17	8
O=C(Nc1nc(-c2ccccc2)cs1)C1CCCO1 (stereo unspecified)	0.9	2	-206	-1	-64	-28	-3	-0.2	-8	-143	-2
Cc1ccc(S(=O)(=O)N2CCN(C(=S)NCCc3ccccc3)CC2)cc1	-2.8	0	12	0	1	-2	4	0.0	4	17	7
COc1cccc(C(NC(C)=O)c2nc(-c3cnn(C)c3)cs2)c1 (stereo unspecified)	7.0	/	12	-4	/	-21	-2	-0.2	-6	4	0
COC(=O)[C@H](Cc1ccccc1)NC(=O)NCc1ccccc1	4.4	-2	8	9	14	-15	0	-0.1	-5	2	17
CCOc1ccccc1NC(=O)Nc1cc(C(=O)O)ccc1C	0.2	4	16	5	-2	29	2	0.4	-4	4	-18
O=C(NCc1nnc(SCc2ccc(C(F)(F)F)cc2)n1-c1ccccc1)C12CC3CC(CC(C3)C1)C2	-2.0	-1	8	-10	1	4	2	0.4	-5	16	-2
CCCN(Cc1ccccc1)C(=S)Nc1ccc(F)cc1	1.3	1	2	0	-9	-18	0	0.1	-4	-5	0
CCCCOCCCNCc1cccn1CCN1CCOCC1	1.4	-1	23	5	6	5	-1	0.0	-13	19	-12
CCOC(=O)c1ccc(CNS(=O)(=O)c2c(C)ccc3nsnc23)o1	-1.9	6	6	10	-4	-22	0	0.0	-4	-4	2
O=c1cc(CSc2nnc(C3CC3)n2Cc2ccccc2)nc2sccn12	-0.8	-1	-4	-4	2	-25	7	0.2	-11	-1	5
CCCC1=C(C(=O)OCC)C(c2ccco2)n2ncnc2N1 (stereo unspecified)	0.4	-1	17	-4	1	-17	2	0.1	-4	16	-13
CCOc1ccccc1CN1CCN(Cc2nc3ccccc3s2)CC1CCO (stereo unspecified)	1.5	2	18	47	-4	4	6	0.7	8	-1	-11

Compound profiles (already shown). Screens in order: iPSC survival up	NR2E3 ag-1	HIF-2a block	Granule exo inh	TRPM1 prom inh	NR2E3 ag-2	PDI inh	aDG glyco act	CaV13 FRET inh	Peg3 promoter	Vif imaging
COc1cccc(C(NC(C)=O)c2nc(-c3cnn(C)c3)cs2)c1 (stereo unspecified) is listed with 7.0	/	12	-4	/	-21	-2	-0.2	-6	4	0
CCOc1ccccc1CN1CCN(Cc2nc3ccccc3s2)CC1CCO (stereo unspecified) is listed with 1.5	2	18	47	-4	4	6	0.7	8	-1	-11
O=C(NCc1nnc(SCc2ccc(C(F)(F)F)cc2)n1-c1ccccc1)C12CC3CC(CC(C3)C1)C2 is listed with -2.0	-1	8	-10	1	4	2	0.4	-5	16	-2

Going on with the list:
SMILES	iPSC survival up	NR2E3 ag-1	HIF-2a block	Granule exo inh	TRPM1 prom inh	NR2E3 ag-2	PDI inh	aDG glyco act	CaV13 FRET inh	Peg3 promoter	Vif imaging
O=C1NC(=O)/C(=C/c2ccc(O)cc2)S1	1.8	-2	-153	-1	-29	-57	1	-0.4	1	-130	0
NS(=O)(=O)c1cccc(NC(=O)CN2CCN(S(=O)(=O)c3ccc4c(c3)OCCO4)CC2)c1	2.5	/	19	3	1	6	-68	0.0	-5	7	-1
COc1ccc(-c2[nH]ncc2CN2CCC(OCc3ccccn3)CC2)c(F)c1	-0.4	6	18	-1	2	28	-1	0.1	-7	3	-8
CN(N)C(=S)NCc1ccccc1	-1.4	-3	9	13	10	10	-3	0.0	-6	6	17
Cc1ccc(C(=O)CCNc2cccc(Br)c2)o1	5.0	3	-67	-1	-6	-7	0	0.2	-7	-127	-6
CCN1CCN(C(=O)c2ccc3c(c2)N(Cc2ccc(F)cc2)C(=O)c2ccccc2S3=O)CC1 (stereo unspecified)	-1.6	4	8	1	-5	-18	/	0.0	-10	1	-8
O=C(c1ccccc1)N1CCCCC(S(=O)(=O)c2ccc3ccccc3c2)C1=O (stereo unspecified)	-0.6	1	-20	-2	3	-12	-2	0.1	-5	10	/
COc1ccc(C(=O)O)cc1S(=O)(=O)N1CCN(Cc2ccc3c(c2)OCO3)CC1	0.0	/	7	-1	6	-40	-3	0.2	-5	-12	-9
Cc1oc2c(CN(C)C)c(O)ccc2c(=O)c1-c1cscn1	3.3	-4	16	0	12	-6	1	0.1	/	9	2
O=C(CSc1ncnc2c1nnn2Cc1ccccc1)NC1CCCC1	-1.0	-2	17	0	-9	-3	1	-0.3	-3	5	3
CC1CCN(Cc2nnnn2CCCC(=O)NCCc2cnn(C)c2)CC1	-0.3	1	9	5	6	-4	12	-0.1	-2	2	-6
Oc1ccc(Br)cc1/C=N/n1c(C2CCCCC2)n[nH]c1=S	0.4	2	5	13	-1	-4	1	0.2	-19	9	-2
N#C/C(=C/c1ccc(Oc2ccc([N+](=O)[O-])cn2)cc1)C(=O)N1CCOCC1	-0.3	1	19	1	-1	-8	1	-0.3	-3	5	0
O=C(NC(=S)Nc1ccccc1Cl)c1cncc(C#Cc2ccccc2)c1	-0.7	-1	11	-14	7	-11	9	-0.1	-14	-3	2
c1ccc(OCCN2CCOCC2)cc1	0.1	2	10	-6	0	14	1	0.1	7	9	-2
COc1ccc(CN(CCN2CCOCC2)C(=O)c2c(F)cccc2F)cc1OC	-0.4	-2	-11	5	-10	27	0	0.1	-8	0	/
CCC(C(=O)N1CCOCC1)n1nc(C)c2sc3ccccc3c2c1=O (stereo unspecified)	0.0	0	6	-5	-3	0	1	-0.3	-3	2	-5
COc1ccc(C)cc1NC(=O)C1C2C=CC(C2)C1C(=O)O (stereo unspecified)	2.4	-3	-10	1	6	1	-1	-0.1	-4	-2	4
CCN(CC)c1ccc(C2C3CCCCC3(O)CCN2C(=O)c2cccs2)cc1 (stereo unspecified)	-0.8	0	2	-1	-4	-10	13	-0.5	-4	-75	-12
Cc1cc(C)c2c(C(C)(C)C)nn(-c3ccccc3)c2n1	-0.4	-5	7	11	-10	14	-2	0.1	-5	14	-1
Cc1ccccc1NC(=O)COc1nsnc1N1CCOCC1	2.2	5	-3	-1	3	-9	-1	0.0	-4	6	1
O=C(Nc1cccn2nc(COCCO)nc12)C(c1ccccc1)c1ccccc1	-1.5	/	3	3	/	10	-22	0.4	-6	19	/
COc1cccc(Nc2nc(-c3sc(N)nc3C)cs2)c1	-1.0	2	-216	4	-28	-36	4	0.5	-7	-149	8
O=Cc1ccc(OC2OCCOC2Oc2ccc(C=O)cc2)cc1 (stereo unspecified)	0.5	-2	10	3	-9	10	-20	-0.4	-16	-77	2
COc1ccc(Cc2nnc(N/N=C/c3ccc(Br)cc3)[nH]c2=O)cc1OC	-0.5	0	16	-1	-12	-3	1	0.1	-4	0	15
Cc1c(NS(=O)(=O)c2cccs2)cccc1-c1nc2cccnc2s1	0.4	0	-140	-2	-2	-49	3	-0.1	-2	-53	-20
CCOC(=O)CC(NC(=O)CCc1c(C)nc2ncnn2c1C)c1ccc(OC(C)C)cc1 (stereo unspecified)	-1.1	4	18	-1	-9	-8	5	-0.3	-5	3	-2
O=C(NCc1ccccc1)C1=C[C@@H](C2CCCCC2)C[C@@H](OCc2ccc(CO)cc2)O1	0.8	-2	-13	2	-6	-20	-2	1.0	-6	18	-4
Cc1ccc(-c2nc3ncccc3o2)cc1NC(=O)c1cc2ccccc2o1	-1.6	1	-5	-3	-10	-25	-2	-0.3	-5	25	14
O=C(COC(=O)c1ccccc1Oc1ccccc1)NC1CC1	-0.7	-1	8	-2	11	8	-3	-0.1	3	-7	-1
COc1ccccc1NS(=O)(=O)c1ccc(C)c(NC(=O)NC2CCCCC2)c1	-2.0	-2	14	2	-13	13	-4	0.1	-4	5	/
CC(C)(C)C(=O)c1cn(CC(=O)NCc2ccc3c(c2)OCO3)c2ccccc12	-1.8	0	-121	1	-4	-31	-2	-0.2	-3	-74	-5
CCN(c1ccccc1)S(=O)(=O)c1ccc(NC(=O)C(C)(C)C)cc1	0.2	-3	21	3	5	9	-15	-0.2	-4	16	-6
CC(C)(Oc1ccc(Cl)cc1)C(=O)OCc1nc2ccsc2c(=O)[nH]1	-0.4	1	10	-2	-5	-6	-11	-0.2	-5	-7	/
COc1ccc(CN2C(=O)c3ccccc3C2=O)cc1C(=O)O	0.2	-1	20	-5	12	-5	1	-0.1	-4	5	1
Cc1noc(C)c1C(=O)Nc1nc(-c2cc(F)ccc2F)cs1	0.9	/	-150	-7	-30	-76	4	0.6	-5	-172	-1
COc1cccc2c1C(=O)c1c(O)c3c(c(O)c1C2=O)CC(O)(C(C)=O)CC3OC1CC(N(C)C)C(O)C(C)O1 (stereo unspecified)	-3.6	/	14	-2	79*	88*	-3	-0.6	-19	98*	24
CCOC(=O)C1CSC(CC(=O)Nc2ccc(OC(F)(F)F)cc2)C(=O)N1 (stereo unspecified)	1.4	1	7	-5	0	-24	-1	0.0	18	3	1
Cc1nnc(SCCn2c(N3CCCCCC3)nc3c2c(=O)[nH]c(=O)n3C)s1	-2.1	2	4	0	9	-5	-5	0.0	-5	6	5
CCCCN(C(=O)c1ccc2c(c1)NC(=O)CS2)c1ccccc1	-0.5	5	7	3	11	9	8	0.4	-6	11	10
CC(=O)c1ccccc1OCc1ccc(C(=O)c2ccccc2)cc1	-0.2	2	-99	23	-5	-19	-5	0.5	-11	-43	-18
COc1cccc(Cn2c(=O)sc3ccccc3c2=O)c1	-1.6	0	-108	-1	-27	-40	-7	0.4	-11	-60	2
CN(CCO)c1ccc(C=NNc2ccc([N+](=O)[O-])cc2S(=O)(=O)Nc2ccccc2C(=O)O)cc1	0.6	/	-4	13	/	5	17	-0.4	-10	-22	/
CNC(=O)COC(=O)c1ccccc1Nc1ccccc1	1.3	-1	-8	-1	-3	8	6	0.2	3	-25	-2
